Screening data (PubChem BioAssay)
MITF primary: blocks human microphthalmia-associated transcription factor; inhibition, % at 2.6 µM; AID 1259374; AlphaScreen MITF homodimerization, bead proximity signal; actives 0.91% (n = 650,000); in the data active = inhibition above about 50%;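 also: 0% = vehicle wells with protein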
Target sequence (O75030 whole entry, looked up): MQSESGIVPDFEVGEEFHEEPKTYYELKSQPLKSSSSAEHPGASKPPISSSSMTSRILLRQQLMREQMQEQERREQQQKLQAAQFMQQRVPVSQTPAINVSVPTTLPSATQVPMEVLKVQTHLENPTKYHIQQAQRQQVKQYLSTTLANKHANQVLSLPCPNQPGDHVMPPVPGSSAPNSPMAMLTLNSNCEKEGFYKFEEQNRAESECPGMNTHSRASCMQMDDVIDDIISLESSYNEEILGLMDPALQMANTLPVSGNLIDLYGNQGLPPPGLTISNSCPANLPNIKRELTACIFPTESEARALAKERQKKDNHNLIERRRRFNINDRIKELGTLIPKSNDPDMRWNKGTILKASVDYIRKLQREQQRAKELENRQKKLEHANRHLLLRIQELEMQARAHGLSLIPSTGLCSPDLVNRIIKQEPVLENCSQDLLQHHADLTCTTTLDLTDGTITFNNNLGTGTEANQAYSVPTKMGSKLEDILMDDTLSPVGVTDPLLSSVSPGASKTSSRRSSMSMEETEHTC
GPR151 ag: human GPR151 activation | PathHunter beta-arrestin GPR151 cells, luminescence | activation, % at 11.2 µM | actives 1% (n = 650,000) | AID 1508602; in the data active = activation above about 4.9%;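 also: 0% = median of compound wells and 100% = cells with positive control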
Target sequence (Q8TDV0 whole entry, looked up): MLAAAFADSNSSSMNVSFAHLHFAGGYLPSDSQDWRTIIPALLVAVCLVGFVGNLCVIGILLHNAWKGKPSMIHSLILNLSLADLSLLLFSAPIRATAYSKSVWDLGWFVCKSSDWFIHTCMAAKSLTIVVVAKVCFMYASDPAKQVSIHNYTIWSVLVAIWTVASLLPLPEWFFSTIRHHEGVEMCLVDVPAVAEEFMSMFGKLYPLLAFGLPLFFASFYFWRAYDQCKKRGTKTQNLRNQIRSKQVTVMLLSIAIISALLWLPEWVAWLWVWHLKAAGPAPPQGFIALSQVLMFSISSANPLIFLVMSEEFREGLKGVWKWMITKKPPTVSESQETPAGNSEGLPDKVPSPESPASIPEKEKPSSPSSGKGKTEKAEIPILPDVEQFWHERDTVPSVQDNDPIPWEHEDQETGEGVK
FBW7 act: human FBW7 E3 ligase activation, primary screen | AID 1259310 | AlphaScreen FBW7–phospho-cyclin E peptide binding, activator screen | normalized activity (activation), % at 26.1 µM | actives 0.13% (n = 650,000); in the data active = normalized activity above about 1.9%;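 also: purified mutant Fbw7 with reduced substrate affinity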
TEAD-YAP inh: TEAD-YAP interaction inhibition; inhibition, % at 9.12 µM; actives 1.4% (n = 640,000); HEK-TIYL cells, TEAD-Gal4/YAP UAS-luciferase luminescence; in the data active = inhibition above about 32%;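 also: 0% = median of test compound wells and 100% = reference inhibitor wells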
The depositor's hits bear a star; & = joins results of further samples. No enrichment for hits (roughly 3.4% active in at least one column).

SMILES	MITF primary	GPR151 ag	FBW7 act	TEAD-YAP inh
COc1cc(C(=O)NNC(=O)c2ccoc2C)cc(OC)c1OC	9	0.9	0.1	4
O=C(CCCCCN1C(=O)c2ccccc2C1=O)Nc1cc(Sc2ccccc2)cc([N+](=O)[O-])c1	1	-0.9	0.2	0
CCCNC(=O)c1ccnc(Nc2nccc3ccccc23)c1	25	3.2	0.4	1
CCSCCOC(=O)C1=C(C)NC2=C(C(=O)CCC2)C1c1cccc(Br)c1 (stereo unspecified)	4	2.8	-0.1	10
Cc1cccc(NC2SC(=O)N(c3ccccc3)C2=O)c1 (stereo unspecified)	13	-0.7	-0.1	-9
COCCn1nnnc1C(c1ccccc1F)N(Cc1ccco1)CC1CCCO1 (stereo unspecified)	-10	-0.9	0.1	-4
CCCN1CCN(CCCNC(=O)c2cc3c(=O)[nH]c4ccccc4c3s2)CC1	11	0.6	0.0	-1
CCOc1cccc(/C=C2/C(=O)N(C)C(=S)N2C)c1O	0	2.1	0.8	-34
CCc1nn(CC(=O)Nc2ccc3c(c2)OCO3)c(=N)s1	12	-0.4	0.1	-6
O=C1CC(c2cccs2)CC2=C1C(c1cc3c(cc1Br)OCO3)Nc1ccccc1N2 (stereo unspecified)	0	-0.9	0.0	-14
COc1ccc(S(=O)(=O)N2CCN(c3cc(Cl)ccc3Cl)CC2)cc1	-8	-1.9	-0.1	6
CCN(CC)C(=O)C1CCCN(c2cc(C(=O)Nc3ccc(N4CCOCC4)cc3)c3ccccc3n2)C1 (stereo unspecified)	20	-0.6	0.4	5
COC(=O)Cn1c(CCC(=O)O)ccc1-c1ccccc1	6	-0.9	0.2	2
CCCNc1nc(NCCCN2CCCC2=O)nc(N(CC)CC)n1	-8	-1.1	0.1	-2
Cc1cccc(OCC(=O)NCC(=O)N/N=C/c2cccs2)c1	4	-0.9	0.0	8
CCOC(=O)C1=C(C)N=c2s/c(=C\c3ccc(-c4ccc(Cl)cc4)o3)c(=O)n2C1c1ccc(OC)c(OC)c1 (stereo unspecified)	-14	0.6	0.1	-5
CCN1CCN(CC(=O)Nc2ccc(Br)cc2)C(=O)C1=O	2	0.5	0.0	12
COc1ccc(-c2nc(SCC(=O)Nc3ccc4c(c3)OCCO4)n[nH]2)cc1	1	1.0	-0.1	17
OCCC1CN(Cc2ccc(F)c(F)c2)CCN1C1CCCC1 (stereo unspecified)	-7	-0.7	-0.1	-15
N=c1occ(C(=O)c2cc(F)ccc2O)cc1C(=O)NCCN1CCOCC1	11	-0.8	0.1	10
CC(C)(C)c1csc(NC(=O)c2ccc(N3CCCC3)c([N+](=O)[O-])c2)n1	23	-0.3	-0.3	-6
Cc1nnc(NC(=O)C23CC4CC(CC(C4)C2)C3)s1	16	1.4	0.6	3
O=C(Nn1cnnc1)C12CCC(CC1)C2	21	0.1	-0.1	10
CN(C)C(C)(C)c1nnnn1C(c1ccccc1)c1ccccc1	-2	-0.2	0.0	-2
COc1ccccc1NC(=O)Cn1cnc([N+](=O)[O-])n1	-3	0.1	-0.3	0
CCOc1ccc(CCNC(=O)c2cn(CC)c3nc(C)ccc3c2=O)cc1OCC	9	-0.6	0.0	-8
CCCOc1ccc(/C=C/C(=O)NCCOC)cc1OC	9	-1.3	0.1	-1
CC(=O)Nc1cccc(-c2cc(=O)c3ccccc3o2)c1O	-5	-1.6	0.0	-47
Cc1nc2n[nH]c(N)c2c(C)c1Cl	3	-0.8	-0.2	-20
CC1CN(c2ncnc3sc4c(c23)CCC4)CC(C)O1 (stereo unspecified)	-7	-1.5	0.1	-3
CCCc1nnc(NS(=O)(=O)c2ccc(OC)cc2)s1	14	-0.7	0.0	3
CC(C)(NS(=O)(=O)c1ccc(Cl)cc1)c1ccncc1	4	0.3	0.1	-6
COc1ccc(N2COc3ccc4c(C)cc(=O)oc4c3C2)cc1	7	0.1	-0.1	2
O=C(c1cn2ccccc2n1)N1CCOc2ccc(CN3CCc4ccccc4C3)cc2C1	-4	-1.3	-0.1	7
CCCCCOc1ccc2oc(=O)c3c(c2c1)CCCN3C(=O)CN1CCOCC1	0	0.5	-0.2	16
COC(=O)c1c(C)oc2cc(Br)c(OC/C=C/c3ccccc3)cc12	-5	1.7	0.1	-14
CCN(CC(=O)O)S(=O)(=O)c1ccc(Cl)cc1	14	-3.0	0.0	1
CCOc1ccc2noc3c2c1C(=O)c1ccccc1-3	-9	-0.5	-0.1	4
O=C(CSCc1ccccc1)N/N=C/c1ccc(OCC(=O)N2CCCCC2)cc1	-6	-0.9	0.2	1
CCC(C)Sc1nc(-c2ccc([N+](=O)[O-])cc2)nc2c1c(=O)n(C)c(=O)n2C (stereo unspecified)	3	-1.4	0.0	-11
COC(=O)C1=C(C)NC2=C(C(=O)CC(C)(C)C2)C1c1ccsc1 (stereo unspecified)	-2	1.3	0.0	11
N#CCSc1nc2cc(C(=O)NCc3cccc(Cl)c3)ccc2c(=O)n1Cc1ccccc1	-4	-2.4	-0.2	4
Cc1ccc(S(=O)(=O)Nc2cc(SCC(=O)O)c(O)c3ccccc23)c(C)c1	12	-1.2	-0.3	-19
O=C(/C=N/Nc1ccc([N+](=O)[O-])cc1[N+](=O)[O-])c1ccccc1	9	0.0	-0.2	-5
Cc1ncc([N+](=O)[O-])n1S(=O)(=O)c1cc(Br)ccc1Br	-7	-1.5	0.0	2
COc1cc(NC(=O)c2ccc(-c3ccc(F)cc3)o2)ccc1NC(=O)c1ccco1	-10	1.4	-0.1	-9
CC(=NCCCn1ccnc1)c1c(C)[nH]n(-c2ccc([N+](=O)[O-])cc2)c1=O	-6	-6.3	-0.1	-6
CC1(C)CC(=O)C(C=NCCN2CCN(C(=S)Nc3cccc(Cl)c3)CC2)=C(O)C1	7&-6	0.5&-0.7	0.2&-0.2	13&0
O=C(Nc1ccc(Br)cn1)c1nn2c(C(F)(F)F)cc(-c3ccccc3)nc2c1Br	-1	-0.6	0.2	-11
CCCCCSc1nnc2c(n1)OC(c1ccc(C(=O)O)cc1)N(C(C)=O)c1ccccc1-2 (stereo unspecified)	-3	-1.3	-0.1	-4
COc1ccc(CCNC(=O)c2ccc3nc(N4CCN(Cc5ccc6c(c5)OCO6)CC4)sc3c2)cc1	-2	1.0	0.0	9
COc1ccc2ccccc2c1/C=C1/SC(=S)N(C)C1=O	6	-0.8	1.2	12
NCC(=O)N1CCC(Nc2ccc3[nH]ncc3c2)CC1	11	0.9	-0.3	-8
Cc1nn(-c2ccccc2)c(Cl)c1C1C(C#N)=C(N)Oc2n[nH]c(-c3ccccc3)c21 (stereo unspecified)	0	0.8	-0.3	0
O=C(CNc1ccc2ccccc2c1)N/N=C/c1ccncc1	-12	-0.3	0.1	-5
CCN(CC(=O)NCc1cccs1)C(=O)[C@@H]1CCCN1C(=O)c1cccs1	2	-0.7	-0.1	2
O=C(CCl)Nc1cc(Cl)ccc1C(=O)O	5	-1.4	-0.1	4
O=C(NCCCl)NNC(=O)c1ccc(O)cc1	-5	0.4	-0.1	4
CC(NNC(=O)c1cccnc1)C1COc2ccccc2O1 (stereo unspecified)	-9	-0.2	-0.2	-3
Nc1nc(Nc2ccccc2)cc(N2CCN(c3ccccn3)CC2)n1	4	0.1	-0.1	-36
The list continues:
SMILES	MITF primary	GPR151 ag	FBW7 act	TEAD-YAP inh
CCc1ccc2c(c1)C1(NN=C(c3ccccc3O)S1)C(=O)N2 (stereo unspecified)	-4	0.2	0.1	-21
CCOc1ccccc1NC(=O)Nc1nnc(N2CCCCCC2)s1	2	-1.1	0.1	-5
CC(C)Cn1c(=O)c2c(nc3n2CCCN3c2ccc(Br)cc2)n(C)c1=O	-6	-0.3	-0.2	4
CC(=O)CC(=O)NCc1ccc(Cl)cc1	-12	-0.3	0.7	8
CCCCCn1c(=S)[nH]c2cc(C(=O)Nc3ccc4c(c3)CCC4)ccc2c1=O	8	0.9	0.0	-2
COc1ccccc1Nc1nnc(SCC(=O)N2CCc3ccccc32)s1	-7	0.7	0.1	-1
C=CCNC(=O)Cc1ccc(OC)cc1	0	-0.1	0.0	-4
Cc1ccccc1-n1nc2c(c1NC(=O)c1ccccc1C(F)(F)F)CS(=O)(=O)C2	-3	0.6	-0.1	-4
CN(C)C1CCN(C(=O)C2CC(=O)c3sc(NC(=O)c4cccs4)nc3C2)C1 (stereo unspecified)	6	0.3	0.1	-6
CCOc1cc(/C=C2/SC(=Nc3ccccc3)NC2=O)ccc1OC	3	1.2	-0.2	8
Cc1cc(C)c2oc(-c3cccc(NC(=O)COc4cc(C)c(Cl)c(C)c4)c3C)nc2c1	1	0.2	0.1	-7
CCCn1c(SCC(=O)NC2CCCC(C)C2C)n[nH]c1=O (stereo unspecified)	-4	-1.5	0.2	0
CC(C)(C)C(=O)N(c1ccccc1)C1C=CS(=O)(=O)C1 (stereo unspecified)	-6	-0.8	0.1	5
CC12CC3(C)CC(C)(C1)CC(C(=O)Nc1nn[nH]n1)(C2)C3	10	-0.5	-0.1	0
CN1CCN(C(=O)CCCCCN2C(=O)/C(=C\c3cccs3)SC2=S)CC1	7	-1.8	-0.1	6
CCCOC(=O)CSc1nnc(-c2ccccc2)o1	-1	-0.2	0.2	5
CCOc1ccccc1-n1c(SCC(=O)NC(C)(C)C)nnc1-c1ccncc1	2	-1.4	-0.1	1
CCOC(=O)c1sc(NC(=S)N2CCC3(CC2)OCCO3)c(C(=O)OCC)c1C	-7	1.5	-0.2	-14
Cc1c(Cc2ccccc2)c(=O)oc2c(C)c(OC/C(=N/O)c3ccc(Cl)cc3)ccc12	9	2.1	-0.1	6
Cn1c(=O)n(C)c2cc([N+](=O)[O-])c(/C=C(\C#N)c3nc4ccccc4[nH]3)cc21	0	2.3	-0.1	-10

Part of the list above in order of length of the SMILES, descending:
SMILES	MITF primary	GPR151 ag	FBW7 act	TEAD-YAP inh
CCOC(=O)C1=C(C)N=c2s/c(=C\c3ccc(-c4ccc(Cl)cc4)o3)c(=O)n2C1c1ccc(OC)c(OC)c1 (stereo unspecified)	-14	0.6	0.1	-5
O=C(CCl)Nc1cc(Cl)ccc1C(=O)O	5	-1.4	-0.1	4
CC(=O)CC(=O)NCc1ccc(Cl)cc1	-12	-0.3	0.7	8

Already shown: entries from further up.
SMILES	MITF primary	GPR151 ag	FBW7 act	TEAD-YAP inh
COc1cc(C(=O)NNC(=O)c2ccoc2C)cc(OC)c1OC	9	0.9	0.1	4
O=C(CCCCCN1C(=O)c2ccccc2C1=O)Nc1cc(Sc2ccccc2)cc([N+](=O)[O-])c1	1	-0.9	0.2	0
CCCNC(=O)c1ccnc(Nc2nccc3ccccc23)c1	25	3.2	0.4	1
CCSCCOC(=O)C1=C(C)NC2=C(C(=O)CCC2)C1c1cccc(Br)c1 (stereo unspecified)	4	2.8	-0.1	10
Cc1cccc(NC2SC(=O)N(c3ccccc3)C2=O)c1 (stereo unspecified)	13	-0.7	-0.1	-9
COCCn1nnnc1C(c1ccccc1F)N(Cc1ccco1)CC1CCCO1 (stereo unspecified)	-10	-0.9	0.1	-4
CCCN1CCN(CCCNC(=O)c2cc3c(=O)[nH]c4ccccc4c3s2)CC1	11	0.6	0.0	-1
CCOc1cccc(/C=C2/C(=O)N(C)C(=S)N2C)c1O	0	2.1	0.8	-34
CCc1nn(CC(=O)Nc2ccc3c(c2)OCO3)c(=N)s1	12	-0.4	0.1	-6
O=C1CC(c2cccs2)CC2=C1C(c1cc3c(cc1Br)OCO3)Nc1ccccc1N2 (stereo unspecified)	0	-0.9	0.0	-14
COc1ccc(S(=O)(=O)N2CCN(c3cc(Cl)ccc3Cl)CC2)cc1	-8	-1.9	-0.1	6
CCN(CC)C(=O)C1CCCN(c2cc(C(=O)Nc3ccc(N4CCOCC4)cc3)c3ccccc3n2)C1 (stereo unspecified)	20	-0.6	0.4	5
COC(=O)Cn1c(CCC(=O)O)ccc1-c1ccccc1	6	-0.9	0.2	2
CCCNc1nc(NCCCN2CCCC2=O)nc(N(CC)CC)n1	-8	-1.1	0.1	-2
Cc1cccc(OCC(=O)NCC(=O)N/N=C/c2cccs2)c1	4	-0.9	0.0	8
CCOC(=O)C1=C(C)N=c2s/c(=C\c3ccc(-c4ccc(Cl)cc4)o3)c(=O)n2C1c1ccc(OC)c(OC)c1 (stereo unspecified)	-14	0.6	0.1	-5
CCN1CCN(CC(=O)Nc2ccc(Br)cc2)C(=O)C1=O	2	0.5	0.0	12
COc1ccc(-c2nc(SCC(=O)Nc3ccc4c(c3)OCCO4)n[nH]2)cc1	1	1.0	-0.1	17
OCCC1CN(Cc2ccc(F)c(F)c2)CCN1C1CCCC1 (stereo unspecified)	-7	-0.7	-0.1	-15
N=c1occ(C(=O)c2cc(F)ccc2O)cc1C(=O)NCCN1CCOCC1	11	-0.8	0.1	10
CC(C)(C)c1csc(NC(=O)c2ccc(N3CCCC3)c([N+](=O)[O-])c2)n1	23	-0.3	-0.3	-6
Cc1nnc(NC(=O)C23CC4CC(CC(C4)C2)C3)s1	16	1.4	0.6	3
O=C(Nn1cnnc1)C12CCC(CC1)C2	21	0.1	-0.1	10
CN(C)C(C)(C)c1nnnn1C(c1ccccc1)c1ccccc1	-2	-0.2	0.0	-2
